Screening data from PubChem.
Vif-A3F inh = qHTS for Inhibitors of Vif-A3F Interactions: qHTS | HeLa A3F-eYFP + Vif (tagged APOBEC3F with the HIV-1 protein that degrades it), YFP fluorescence increase | Potency, µM (series often up to 46.1 µM), inactives show at the highest dose activity, negative = active | 390,000 compounds, 0.2% hits | AID 602313, 2012; note: potency is the fitted concentration of half-maximal effect; % of control where 0% means no effect; nearly all actives have a fitted effect of over 65% in size
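Fluorescence increase (Ex 488/Em 500-530) after overnight compound treatment at 37 deg C flags inhibition of Vif-driven A3F-eYFP loss in stable HeLa A3F-eYFP/Vif cells seeded overnight beforehand.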
USP1 inh = Inhibitors of USP1/UAF1: Primary Screen; AID 743255, 2014; recombinant USP1/UAF1, Ub-Rhodamine cleavage fluorescence; 390,000 compounds, 0.23% hits; Ubiquitin carboxyl-terminal hydrolase 1 (Homo sapiens), O94782; Potency, µM (top dose mostly 57.1 µM), inactives show at the top dose activity change, negative = inhibition, actives largely listed as inhibitors; note: potency is the fitted concentration of half-maximal effect; % is set by controls: 0 for no effect and ±100 for the full control effect; nearly all actives have a fitted effect of over 60% in size; inactives centre near -12
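USP1/UAF1 complex at 1 nM was preincubated with compound for 15 min at room temperature, then Ub-Rho substrate (150nM final) was added. Fluorescence (480/540 nm) was read kinetically, 6 reads every 60 seconds.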
mIDH1 inhibitor = qHTS for Inhibitors of mutant isocitrate dehydrogenase 1 (IDH1): qHTS; Isocitrate dehydrogenase [NADP] cytoplasmic (Homo sapiens), O75874; IDH1-R132H enzyme, NADPH consumption, diaphorase/resazurin fluorescence; Potency, µM (doses to about 76.6 µM), for inactives: at the top dose activity change, negative = inhibition, hits mostly inhibitors; 390,000 compounds, 0.093% hits; note: potency is the fitted concentration of half-maximal effect; % is set by controls: 0 for no effect and ±100 for the full control effect; nearly all actives have a fitted effect of over 65% in size
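IDH1-R132H (0.5 ug/mL) preincubated 30 min with compound, then NADPH (0.016 mM) and alpha-KG (2 mM) added; 80 min at RT, pH 7.5. Remaining NADPH coupled via diaphorase/resazurin to fluorescence (540/590 nm); concentration-response curves normalized to no-enzyme control.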
LDHA block = qHTS assay for inhibitors of human lactate dehydrogenase | L-lactate dehydrogenase A chain (Homo sapiens), P00338 | purified LDHA, NADH/diaphorase-resazurin fluorescence; hits give low values | activity change, % (values are at about 110 or 230 µM) | 480,000 compounds, 0.15% hits; in the data active = activity change below about -30%; inconclusive = mostly about -25% to -30%;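 note: plate controls were DMSO wells for no effect and wells without enzyme for full effect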
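Resorufin fluorescence (ex540/em590), read at 0 and 20 min after diaphorase/resazurin addition, reports the NADH left after a 5 min room-temperature reaction of 2 nM human LDH5 with 0.06 mM NADH and 0.2 mM pyruvate.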
Vif-APOBEC3G blk = qHTS for Inhibitors of Vif-A3G Interactions: qHTS; AID 602310, 2012; Potency, µM (series often up to 46.1 µM), inactives show at the top dose activity, negative = active, actives largely listed as inhibitors; HeLa A3G-eYFP + Vif (tagged APOBEC3G with the HIV-1 protein that degrades it), YFP fluorescence, overnight; 410,000 compounds, 0.076% hits;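 note: potency is the fitted concentration of half-maximal effect; % is set by controls: 0 for no effect and ±100 for the full control effect; nearly all actives have a fitted effect of over 60% in size; hits raise eYFP signal because A3G escapes Vif-driven loss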
Target sequence (Q9HC16 whole entry, looked up): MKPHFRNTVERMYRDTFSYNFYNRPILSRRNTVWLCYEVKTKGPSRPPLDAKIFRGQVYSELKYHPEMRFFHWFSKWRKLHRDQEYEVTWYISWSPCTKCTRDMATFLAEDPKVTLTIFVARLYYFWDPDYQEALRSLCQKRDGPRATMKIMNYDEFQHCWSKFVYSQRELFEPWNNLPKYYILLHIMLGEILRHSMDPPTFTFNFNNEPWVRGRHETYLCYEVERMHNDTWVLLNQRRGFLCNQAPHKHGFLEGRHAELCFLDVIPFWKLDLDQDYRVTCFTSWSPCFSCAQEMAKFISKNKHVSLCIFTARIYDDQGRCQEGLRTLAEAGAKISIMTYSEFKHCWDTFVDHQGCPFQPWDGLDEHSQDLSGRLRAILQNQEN
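Read-out is eYFP fluorescence (Ex 488/Em 500-530) from Vif-expressing HeLa A3G-eYFP cells; more signal means A3G escaped Vif-mediated degradation. Cells plated overnight, compound pinned in, incubated overnight at 37 deg C.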
TrxR1 substrate = qHTS Assay for Substrates of Mammalian Selenoprotein Thioredoxin Reductase 1 (TrxR1): qHTS; purified TrxR1 substrate turnover, NADPH consumption readout; Thioredoxin reductase 1, cytoplasmic (Rattus norvegicus), O89049; AID 588456, 2011; Potency, µM (highest dose often 114 µM), inactives show at the highest dose activity change, negative = substrate turnover; 390,000 compounds, 0.01% hits; note: potency is the fitted concentration of half-maximal effect; % is set by controls: 0 for no effect and ±100 for the full control effect; nearly all actives have a fitted effect of over 50% in size
Target sequence (O89049 whole entry, looked up): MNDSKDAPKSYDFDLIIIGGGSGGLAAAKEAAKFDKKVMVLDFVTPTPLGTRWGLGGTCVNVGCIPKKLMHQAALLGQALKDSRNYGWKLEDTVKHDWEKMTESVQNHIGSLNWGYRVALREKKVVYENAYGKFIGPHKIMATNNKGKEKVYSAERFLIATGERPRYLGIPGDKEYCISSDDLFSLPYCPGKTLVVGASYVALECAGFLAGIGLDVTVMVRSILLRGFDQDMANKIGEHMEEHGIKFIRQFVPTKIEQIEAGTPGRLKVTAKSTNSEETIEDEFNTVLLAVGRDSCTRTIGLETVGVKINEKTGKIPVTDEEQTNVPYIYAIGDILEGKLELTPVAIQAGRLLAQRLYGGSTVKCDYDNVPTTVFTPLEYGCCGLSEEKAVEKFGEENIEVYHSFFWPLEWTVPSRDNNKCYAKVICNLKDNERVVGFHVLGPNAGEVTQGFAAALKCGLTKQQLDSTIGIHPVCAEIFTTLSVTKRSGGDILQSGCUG
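Rat TrxR1, dispensed at 90 nM, was prereduced with 400 uM NADPH (final) for 5 min at ~22 deg C, then incubated with compound 15 min before 400 uM selenite. A first-read NADPH fluorescence drop versus no-compound background flagged substrates.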
rTrxR1 inhibitor = qHTS Assay for Inhibitors of Mammalian Selenoprotein Thioredoxin Reductase 1 (TrxR1): qHTS; Potency, µM (titrated, usually from 114 µM), inactives show top-dose activity change, negative = inhibition, hits mostly inhibitors; Thioredoxin reductase 1, cytoplasmic (Rattus norvegicus), O89049; recombinant rTrxR1, NADPH fluorescence consumption, selenite substrate; AID 588453, 2011; 390,000 compounds, 1% hits; note: potency is the fitted concentration of half-maximal effect; % is set by controls: 0 for no effect and ±100 for the full control effect; nearly all actives have a fitted effect of over 65% in size
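Rat TrxR1 (90 nM in the dispensed reagent) was pre-reduced with 400 uM NADPH for 5 min at room temperature, then incubated with compound for 15 min. After 400 uM selenite was added, NADPH fluorescence (Ex 340/Em 450 nm) was followed for 8 min.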
RGS4 inh = Inhibitors of Regulator of G Protein Signaling (RGS) 4: qHTS; Transcreener GDP fluorescence polarization, RGS4-accelerated GTP hydrolysis; 390,000 compounds, 0.039% hits; Regulator of G-protein signaling 4 (Homo sapiens), P49798; Potency, µM (doses to about 114 µM), inactives show at the highest dose activity change, negative = inhibition, usual class: inhibitors; AID 504845, 2011; note: potency is the fitted concentration of half-maximal effect; % is set by controls: 0 for no effect and ±100 for the full control effect; nearly all actives have a fitted effect of over 75% in size; some results filed as inactive show a strong effect at the top dose
Target sequence (P49798 whole entry, looked up): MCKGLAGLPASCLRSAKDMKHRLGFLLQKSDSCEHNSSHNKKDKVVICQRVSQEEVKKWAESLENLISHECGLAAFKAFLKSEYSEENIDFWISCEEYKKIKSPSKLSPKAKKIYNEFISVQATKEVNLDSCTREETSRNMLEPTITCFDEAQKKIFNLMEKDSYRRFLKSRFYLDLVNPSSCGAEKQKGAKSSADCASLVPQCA
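MLSMR compounds (23 nl, pin-transferred) preincubated 10 min at room temperature with a 500nM (2x) first reagent, then RGS4 at 900nM (2x) plus Transcreener GDP mix added; fluorescence polarization (620/688 nm) read before and after 90 min at 30 °C.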
Glioma ERSR ind = qHTS for Inducers of the Endoplasmic Reticulum Stress Response (ERSR) in Human Glioma: qHTS | U87-MG GRP78 promoter luciferase reporter, 16 h | Potency, µM, for inactives: top-dose activation, actives largely listed as activators | 420,000 compounds, 0.02% hits; note: potency is the fitted concentration of half-maximal effect; series mostly up to about 76 µM; % of control where 0% means no effect; nearly all actives have a fitted effect of over 35% in size
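Stably transfected U87-MG glioma cells carrying a GRP78-based luciferase sensor; 16 h compound incubation. Luminescence end-point read 10 min after Bright-Glo addition at room temperature.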
* = called active by the depositor; ? = inconclusive; . = not tested or not shown; & = joins results of further samples; [ ] = remark or other dose. Unless noted, calls come from the whole dose curve; as a rule, active = well fitted curve in the direction sought with a large enough effect; inconclusive = small, poorly fitted or top-dose-only effect, or another doubt; inactive = no such curve, though single readings can be large; an effect the other way counts as inactive or inconclusive. The list is partial; the hit share may differ from the screen's.

Values run as follows: Vif-A3F inh | USP1 inh | mIDH1 inhibitor | LDHA block | Vif-APOBEC3G blk | TrxR1 substrate | rTrxR1 inhibitor | RGS4 inh | Glioma ERSR ind
Cn1nc([N+](=O)[O-])nc1S(C)(=O)=O
→ 3% | -11% | -2% | 16 | -9% | -1% | ? | -10% | -18%
CC(C)N(Cc1nccn1C)C(=O)c1ccc(OC2CCN(C(=O)C3CC3)CC2)cc1
→ -13% | -7% | 20% | -4 | -1% | 12% | 18% | 3% | -2%
C=CCSc1nc2c(cnn2-c2ccc(C)c(C)c2)c(=O)[nH]1
→ -6% | ? | 0% | -4 | -2% | 5% | 14% | -15% | -1%
CCOC(=O)C1(Cc2cccc(OC)c2)CCN(Cc2cccc(OC)c2O)CC1
→ -11% | -8% | 4% | 2 | 0% | -3%[57.1 µM] | 4%[57.1 µM] | -2% | 3%
Oc1c(CNc2ccccc2)cc(COCc2ccccc2)c2cccnc12
→ -2% | . | . | 5 | -5% | -1% | ? | -13% | 1%
O=C(CCN1C(=O)/C(=C\c2cccc(Br)c2)SC1=S)NCCCN1CCOCC1
→ -2% | -13% | -3% | 8 | 1% | -7% | -21% | -10% | 1%
Oc1ccc(C=NN=Cc2ccco2)c(O)c1
→ ? | -6% | 5% | -1 | -11% | 5%[11.4 µM] | 15%[11.4 µM] | -10% | 3%
CCO[C@@H]1OC(C(=O)NCc2nc3ccccc3[nH]2)=C[C@H](C2CC2)[C@H]1CCCO
→ -2% | -26% | 9% | 0 | ? | 0%[57.1 µM] | 16%[57.1 µM] | -14% | -2%
O=c1[nH]c(CSc2nc(-c3ccccc3)cs2)nc2ccccc12
→ 1% | -15% | 12% | 0 | -19% | -19%[57.1 µM] | 3%[57.1 µM] | -51% | -2%
Cc1nc2ccc(NC(=O)COc3ccccc3F)cc2s1
→ -5% | -21% | -7% | -14 | -5% | -3%[57.1 µM] | -2%[57.1 µM] | -1% | 9%
Cc1c(NC(=O)Cc2ccc(F)cc2)cccc1-c1nc2cccnc2s1
→ 5% | -4% | 11% | -7 | 6% | 6% | 25% | 0% | -2%
N#CCSCC(=O)Nc1ccc(Br)cc1
→ -15% | -2% | 5% | -8 | -2% | -3% | 4% | 10% | -3%
Fc1ccc(CCNc2ncnc3[nH]ncc23)cc1
→ 0% | 0% | 1% | -3 | -1% | 6% | 14% | -5% | -3%
Cc1ccc(S(=O)(=O)N(CC(=O)Nc2ccc(F)cc2)C(=O)N2CCN(C)CC2)cc1
→ -10% | -11% | 2% | -2 | -1% | -5% | -9% | -27% | -6%
O=C(CNC(=O)c1ccc(Cl)cc1)OCC(=O)c1ccc2c(c1)OCCO2
→ -1% | -13% | -1% | -5 | 1% | -6% | 8% | 15% | 4%
COc1ccccc1-n1c(CNC(=O)c2ccc(S(=O)(=O)N3CCCCC3)cc2)n[nH]c1=S
→ -12% | 0% | 8% | -7 | -5% | -2% | -17% | -3% | -5%
Cc1nc2ccc(NC(=S)NCCCO)cc2nc1C
→ -16% | -21% | 3% | 43 | -3% | 13%[57.1 µM] | 7%[57.1 µM] | -47% | 1%
CCSc1nnc(NC(=O)CSc2nccn2-c2cc(C)cc(C)c2)s1
→ 0% | -20% | -3% | 0 | -2% | -4% | 2%[57.1 µM] | -3% | -5%
Cc1ccc(-c2nc3ccccc3c(=O)n2NC(=S)N(C)C)cc1
→ -14% | -4% | 5% | -7 | 3% | -2% | 0% | ? | -4%
COc1ccccc1Nc1nc(N)nc(-c2cc3ccccc3o2)n1
→ 2% | -14% | 3% | -3 | 0% | 34% | 8% | -19% | -3%
COc1ccc2c(c1)c(CC(=O)OCC(N)=O)c(C)n2C(=O)c1ccc(Cl)cc1
→ -8% | -13% | -8% | -4 | 2% | -7% | -8% | -6% | 4%
N#C/C(=C\c1c(N2CCCCCC2)nc2ccccn2c1=O)C(=O)NC1CCS(=O)(=O)C1 (stereo not given)
→ 4% | -15% | 7% | 0 | -1% | 2% | 2% | -13% | -3%
CCOc1ccc([N+](=O)[O-])cc1CNC1CCCCCCC1
→ -1% | -22% | -7% | -2 | 1% | -1% | 25% | 0% | -6%
CC(=O)c1c(C)n(-c2ccccc2)c2ccc(O)cc12
→ 13% | -20% | 8% | -1&18 | 0% | -1% | 7% | -16% | -2%
Cc1cccc(NC(=O)COC(=O)CN2C(=O)c3ccccc3C2=O)c1
→ -6% | -15% | 9% | 0 | 0% | . | . | . | -3%
CN(C(=O)c1nn(C)c2c1CSc1ccccc1-2)c1ccccc1Cl
→ -10% | -9% | -4% | -2 | -1% | 1%[57.1 µM] | 18%[57.1 µM] | -2%[56.9 µM] | 8%
COc1ccc(OC)c(NC(=O)C2CCN(C(=O)c3cccs3)CC2)c1
→ 11% | -10% | -6% | 3 | 0% | 0% | 9% | -29% | -5%
Nc1nc(CN2CCOCC2)cs1
→ -8% | -20% | 6% | 11 | 5% | -10% | ? | -64%[56.9 µM] | -9%
CN1C=CC=C/C1=C1\SC(=S)N(c2ccccc2)C1=O
→ 6% | -8% | -8% | -6 | 1% | -28% | -29% | -31% | -1%
CCN1CCN(C(=O)c2ccc(Cl)c(S(=O)(=O)N3CCOCC3)c2)CC1
→ 1% | 10% | 1% | -11 | 0% | -6% | -13% | 6% | -4%
Cc1cc(Nc2ccccc2)n(-c2ccc(C(=O)O)cc2)n1
→ 1% | -4% | -8% | -5 | -9% | -1% | 11% | 6% | -2%
Cc1ccc(CNC(=O)C2CCC(=O)N(Cc3ccccc3F)C2)s1 (stereo not given)
→ -15% | -10% | -5% | -1 | 5% | 4% | 6% | -11% | 5%
COc1cccc(N2C(C(C)=O)=NN(c3ccccc3)C2c2ccc(N3CCOCC3)cc2)c1 (stereo not given)
→ 4% | -16% | 2% | 3 | 0% | -8% | -10% | -38% | 1%
CC(=O)c1cccc(-n2c(=O)c3c4c(sc3n(Cc3ccccc3Cl)c2=O)CN(C(C)=O)CC4)c1
→ -10% | -19% | -3% | -2 | -1% | -1% | 12% | -1% | -3%
COc1ccc(NC(=O)c2sc3ncnc(N4CCN(c5ccccn5)CC4)c3c2C)cc1Cl
→ -12% | -19% | 7% | -1 | -1% | 13% | 41%[activator] | 2% | -2%
Nc1[nH]ncc1-c1ccccc1
→ 6% | -9% | 12% | 1 | -5% | -2%[57.1 µM] | 22%[57.1 µM] | -32% | 0%
CCC(Oc1ccccc1)C(=O)Nc1ccccc1N1CCCC1 (stereo not given)
→ 3% | -19% | 10% | 2 | -1% | -3% | 22% | 9% | 9%
CC(C)(C)C(=O)OCCn1c(=O)c2cc3c(=O)n(CCOC(=O)C(C)(C)C)c(=O)c3cc2c1=O
→ -10% | -4% | 9% | -2 | -2% | -5% | -2% | 4%[56.9 µM] | -4%
CCOC(=O)c1ccc(N2C(=O)CC(N3CCN(C/C=C/c4ccccc4)CC3)C2=O)cc1 (stereo not given)
→ -8% | -7% | -1% | -2 | -5% | -8% | -10% | -31% | -1%
COc1ccc(NC(=S)NCCc2ccccc2)c(OC)c1
→ -10% | -12% | 3% | -2 | 1% | 1% | -10% | -47% | 1%
Cc1ccc(/C=C(/C#N)c2nc(CCN3C(=O)c4ccccc4C3=O)cs2)cc1
→ -7% | -21% | -2% | 0 | -4% | 7% | -16% | 15% | 4%
O=C(NC1CCc2ccccc21)C1CCN(S(=O)(=O)c2ccc(-n3cnnn3)cc2)CC1 (stereo not given)
→ 4% | -17% | 0% | -7 | 1% | 10%[57.1 µM] | 16%[57.1 µM] | -9%[11.4 µM] | -6%
Cc1nc(C)c(-c2ccc(SCC(=O)Nc3cccc(Cl)c3C)nn2)s1
→ 2% | -24% | 3% | -5 | -5% | -4% | 6% | -13% | -1%
Fc1ccc(CN2CCc3nc(N4CCN(c5ccccc5F)CC4)ncc3C2)c(F)c1
→ 0% | 4% | 21% | -8 | 2% | 1%[57.1 µM] | 12%[57.1 µM] | 15% | -6%
CCOc1ccc2nc(SCC(=O)NNC(=O)c3ccco3)c(C)cc2c1
→ 4% | -23% | -10% | -7 | 3% | -2% | ? | -18% | -6%
O=[N+]([O-])c1ccccc1S(=O)(=O)NCCC1=CCCCC1
→ -9% | -7% | -3% | -6 | 0% | -12% | -7% | -4% | -2%
O=c1c2c(n3nnnc3n1Cc1ccccc1)-c1ccccc1CC21CCCC1
→ -14% | -4% | 2% | -2 | -1% | 11%[57.1 µM] | 19%[57.1 µM] | -10% | -5%
COc1ccc(-c2nnc(SCc3cccc(C)c3)n2N)cc1
→ -1% | -13% | 0% | 0 | 0% | -8% | -18% | -8% | 7%
Cc1ccc(C(C)C)c(O)c1C(=O)O
→ 1% | 5% | 8% | 0 | 0% | 4% | 23% | 18% | -1%
